Apaf1 inhib = inhibitors of human Apaf-1 apoptosome, primary screen, biochemical, DEVD-Rh110 fluorescence, uHTS; Apoptotic protease-activating factor 1 (Homo sapiens), O14727; reconstituted apoptosome caspase-3 activity; inhibition, % at 20 µM; 330,000 compounds, 0.71% hits; AID 489030, 2010; active = inhibition of at least 40% at 20 µM;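 note: plate controls were DMSO wells for no effect and DEVD-CHO caspase inhibitor wells for full effect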
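detection = Rh110 fluorescence intensity | test system = biochemical Apaf-1 apoptosome reconstitution | also added = cytochrome c and DEVD-Rh110 substrate | schedule = 30 min plus 50 min, RT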
UBC13 polyUb = UBC13 polyubiquitin chain formation inhibitors, primary screen, biochemical, TR-FRET, uHTS; Ubiquitin-conjugating enzyme E2 N (Homo sapiens), P61088; 330,000 compounds, 0.47% hits; AID 485273, 2010; inhibition, % at 20 µM; in the data active = inhibition above about 45%, passing the limit was not always enough
Target sequence (P61088 whole entry, looked up): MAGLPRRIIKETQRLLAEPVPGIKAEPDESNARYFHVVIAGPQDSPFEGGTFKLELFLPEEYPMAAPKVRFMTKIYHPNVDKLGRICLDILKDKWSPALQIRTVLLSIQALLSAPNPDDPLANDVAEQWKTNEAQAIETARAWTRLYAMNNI
697 NFkB inh = inhibitors of PMA/ionomycin-induced NF-kB reporter, 697 cells, primary screen, B-cell NF-kB inhibitor project, cell-based, luminescence, uHTS | 330,000 compounds, 0.33% hits | inhibition, % at 4 µM | 697 B-cell NF-kB luciferase reporter, 16 h; in the data active = inhibition above about 35%
Jurkat NFkB inh = inhibitors of induced NF-kB luciferase reporter, primary screen, TCR NF-kB activation inhibitor project, cell-based, luminescence, uHTS | AID 435003, 2010 | inhibition, % at 4 µM | Jurkat, PMA/ionomycin-induced NF-kB luciferase reporter | 330,000 compounds, 0.53% hits
HKDC1 inhibitor = HKDC1 hexokinase inhibitors, primary screen, biochemical, fluorescence, uHTS; recombinant HKDC1, G6PDH/diaphorase resazurin coupled fluorescence; inhibition, % at 20 µM; 340,000 compounds, 0.16% hits;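 active = inhibition above about 35% when tested at 20 µM, limit read from the data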;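 note: plate controls were DMSO wells with enzyme for no effect and DMSO wells lacking enzyme for full effect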
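Assay system – recombinant HKDC1 (HK5) hexokinase enzyme, produced in-house · Input – HKDC1 at 5 µg/mL · Reagent – glucose plus 1 mM ATP as hexokinase substrates · Timing – 90 min reaction incubation at room temperature, dark · Measured by – G6PDH/diaphorase-coupled fluorescence, 1 mM NADP, 100 µM resazurin, 525/613 nm · Benchmarks – DMSO-enzyme wells negative, buffer-substituted wells positive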
SENP7 block = SENP7 protease inhibitors, primary screen, biochemical, luminescence, uHTS. Sentrin-specific protease 7 (Homo sapiens), Q9BQF6. recombinant SENP7, Z-RLRGG-aminoluciferin luminescence, 40 min. inhibition, % at 5 µM. 330,000 compounds, 1.5% hits. AID 434973, 2010;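 active = inhibition above about 50% at the single test dose, limit read from the data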;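 note: plate controls were DMSO with enzyme for no effect and no enzyme buffer wells for full effect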
Target sequence (Q9BQF6 706-1050 limits assumed): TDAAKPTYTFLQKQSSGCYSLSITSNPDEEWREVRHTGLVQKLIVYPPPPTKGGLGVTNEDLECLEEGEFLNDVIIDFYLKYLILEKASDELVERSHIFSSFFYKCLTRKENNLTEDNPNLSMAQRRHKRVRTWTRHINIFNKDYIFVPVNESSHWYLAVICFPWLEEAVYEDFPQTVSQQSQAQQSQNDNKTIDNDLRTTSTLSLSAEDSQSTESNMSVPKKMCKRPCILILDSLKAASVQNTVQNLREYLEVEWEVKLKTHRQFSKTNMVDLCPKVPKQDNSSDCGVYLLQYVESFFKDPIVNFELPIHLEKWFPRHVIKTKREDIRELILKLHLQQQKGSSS
SENP8 block = SENP8 protease inhibitors, primary screen, biochemical, luminescence. Sentrin-specific protease 8 (Homo sapiens), Q96LD8. purified SENP8, Z-RLRGG-aminoluciferin cleavage. inhibition, % at 10 µM. 330,000 compounds, 1.2% hits
Target sequence (Q96LD8 whole entry, looked up): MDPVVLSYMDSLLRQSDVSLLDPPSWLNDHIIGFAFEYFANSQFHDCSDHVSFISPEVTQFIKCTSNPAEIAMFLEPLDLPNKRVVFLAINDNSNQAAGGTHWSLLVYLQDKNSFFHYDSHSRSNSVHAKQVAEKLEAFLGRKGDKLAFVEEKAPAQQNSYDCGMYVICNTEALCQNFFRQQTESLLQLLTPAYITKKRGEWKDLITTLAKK
Gli-Sufu antag = Gli-Sufu pathway antagonists, primary screen, luciferase luminescence, Sufu-KO-LIGHT cells, uHTS; inhibition, % at 5 µM; 340,000 compounds, 0.74% hits; Sufu-KO-LIGHT fibroblasts, Gli luciferase reporter luminescence;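 active = inhibition above about 55%, limit read from the data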;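 note: 0% = DMSO-treated cells and 100% = wells with medium but no cells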
Numbers without * were called inactive; . = not tested or not shown. Cut-off read from the data, not from the text of the source, unless noted: active = inhibition above about 50%; inactive = the rest.

Below each compound: Apaf1 inhib, UBC13 polyUb, 697 NFkB inh, Jurkat NFkB inh, HKDC1 inhibitor, SENP7 block, SENP8 block, Gli-Sufu antag
> Cc1oc(-c2ccccc2F)nc1CS(=O)(=O)CC(=O)NC1CCCC(C)C1C (configuration not stated)
 : 14, -5, -39, -2, -1, 6, 5, -1
> Cc1cc(SCC(=O)OCC(=O)N(C)c2ccccc2)nc2ccccc12
 : 18, 7, 25, 21, -1, -4, -3, -3
> CCOC(=O)C1CCN(C(=O)c2cc(COc3ccc(OC)c4ccccc34)on2)CC1
 : 28, -15, -111, -86, 15, 10, 1, -1
> CC(C)(C)NC(=O)/C=N/O
 : -5, 17, 13, 1, 18, -3, -3, 4
> COc1ccc(C(=O)NC(=S)Nc2ccc3oc(=O)ccc3c2)cc1OC
 : 31, 38, 0, -13, -3, -1, 2, -6
> O=C(Nc1ccccc1C(=O)Nc1ccncc1)c1cccc([N+](=O)[O-])c1
 : -1, -4, 22, 16, 2, -4, 6, 4
> Cc1cc(C)n2nc(C(=O)OCC(=O)Nc3ccc(C)c(S(=O)(=O)N(C)C)c3)nc2n1
 : -9, 3, 3, 17, -3, 1, -2, 0
> O=C(COc1ccccc1Br)NC(=O)NC1CCCC1
 : 10, 0, -66, -71, 5, 9, -7, -32
> c1ccc(-c2cnc(-c3ccccc3)nc2)cc1
 : -2, -1, -296, -134, 5, 90*, 62*, -56
> CC1(c2ccccc2)NC(=O)N(CC(=O)Nc2ccc(S(=O)(=O)Nc3ncccn3)cc2)C1=O (configuration not stated)
 : -2, 0, 27, 8, -2, -5, 15, -5
> CC(=O)NC(C)Cc1cn(Cc2ccccc2)c2ccccc12 (configuration not stated)
 : 5, 2, 2, 4, -1, 4, 7, 1
> Cc1onc(-c2ccccc2Cl)c1C(=O)Nc1ccccc1
 : 11, -6, 11, -3, -8, -5, -9, -1
> NNC(=O)c1cn2ccccc2n1
 : 5, 0, 7, -3, 2, 12, 1, 1
> CC(C)[C@H](NC(=O)c1ccccc1)C(=O)NCCc1ccccc1
 : 1, -10, 8, -6, -1, -5, -15, 0
> COc1ccc(-n2c(=O)c(NC(=O)c3ccccc3)c3n(c2=S)CCCCC3)cc1
 : -1, -4, 30, -22, -1, 2, -2, .
> C=C(C)COc1ccc(-c2nc(N)ncc2-c2ccccc2OC)c(O)c1
 : 20, -5, 22, 3, 0, -1, 4, 13
> CCn1ccnc1CN(C)C(=O)c1cc(COc2ccc(-n3cncn3)cc2)on1
 : -2, 1, 10, -3, -4, -6, 0, -9
> COc1ccc(C(CNC(=O)c2ccc(NS(=O)(=O)c3ccc(F)c(C)c3)cc2)N2CCOCC2)cc1 (configuration not stated)
 : 9, -3, -3, 15, 20, 3, -7, 9
> Cc1nn(-c2nc3ccccc3s2)c(N)c1Sc1ccc(F)cc1
 : -23, -3, -132, -81, -9, 9, 11, -72
> O=c1cc(CSc2nnnn2-c2ccccc2)nc2nc[nH]n12
 : 12, -12, 27, 4, -6, -5, -15, -1
> COc1cc(N2CCCC2)c(OC)cc1/C=C1/NC(=S)NC1=O
 : 11, -146, -2, -7, 10, 10, -4, 0
> O=C(COC(=O)c1cccc(F)c1)NC(=O)NC1CCCC1
 : -4, 5, 27, -3, -5, -1, -1, -2
> COc1cccc(-c2c(C#N)c(N)nc3c2c(=O)nc2sccn23)c1
 : -3, 9, 1, 10, ., 9, 12, .
> COCCCNC(=O)/C(C#N)=C/c1c(N2CCN(c3ccccc3)CC2)nc2c(C)cccn2c1=O
 : 26, -3, -6, 1, -3, -4, -6, -4
> O=C(COC(=O)c1cccc(S(=O)(=O)N2CCOCC2)c1)Nc1nc(-c2ccccc2Cl)cs1
 : 15, -7, 0, -15, 3, 3, -3, -16
> COc1ccc(C(=O)c2sc3nc(-c4ccc(OC)cc4)ccc3c2N)cc1
 : 6, -8, -118, -31, -4, -7, -5, 17
> Cc1ccccc1NC(=O)C1CCCN(S(=O)(=O)c2ccc3c(c2)C(C)(C)C(=O)N3C)C1 (configuration not stated)
 : 5, -8, 5, -9, -4, 7, -10, 2
> CC(=O)Nc1ccc(S(=O)(=O)NCCC(=O)Nc2cccc(Cl)c2)cc1
 : -2, -6, -10, -19, -4, 7, 6, -7
> O=C(NCCc1ccc2c(c1)OCCO2)c1cc2ccccc2o1
 : -7, 3, 21, -4, -1, 6, -7, -3
> CN(C)C(=O)c1cccc(-c2csc(N3CCC(C(N)=O)CC3)n2)c1
 : 17, 15, -24, 7, -5, 2, -4, -21
> Cc1occc1C(=O)N(C)Cc1nc(-c2ccccc2)no1
 : 3, 0, 1, -2, 0, 2, -3, -20
> CCOC(=O)/C=C1\SCC(=O)N1Cc1nnc(-c2ccccc2Br)o1
 : -1, -4, 6, 3, 0, -6, 4, -4
> CC(NCc1ccc(S(N)(=O)=O)cc1)C(=O)Nc1cccc(Cl)c1 (configuration not stated)
 : -22, 18, 11, 10, -6, 0, -2, 5
> CC(C)(C)NC(=O)C(c1ccc(-c2ccccc2)cc1)N(C[C@H]1CC[C@@H]([C@@H]2CC[C@H](CO)O2)O1)C(=O)c1cccc(Cl)c1 (some centres not stated)
 : 28, ., 20, ., 13, 5, ., 2
> COCCN1CCN(C(=O)C2CCC(=O)N(Cc3ccccc3F)C2)CC1 (configuration not stated)
 : -6, 0, 5, -5, -3, 5, 7, -4
> NNC(=O)c1cc2sccc2s1
 : -1, -5, -35, -20, 4, -7, -4, -10
> Cc1cc(NC(=O)CCC(=O)N(CC(=O)NCC2CCCO2)c2ccc3c(c2)OCCO3)no1 (configuration not stated)
 : 11, -5, -16, -5, -5, -9, -5, 2
> Cc1cc(N2CCCCC2)nc2c(C)cccc12
 : 8, 2, 12, 7, -10, 9, 5, 4
> Cc1cc(-c2ccc(C)c(S(=O)(=O)NCCCN(Cc3ccccc3)C(C)C)c2)on1
 : 6, -2, -16, 9, -4, 3, 6, 23
> COc1ccc(-c2noc(N3CCC(C(=O)Nc4cc(OC)ccc4OC)CC3)n2)cc1
 : 11, 10, 27, 8, -1, 2, 10, 2
> COc1ccccc1C(=O)NC(=O)COC(=O)Cc1ccccc1[N+](=O)[O-]
 : 4, 1, 10, -3, -2, 6, 4, -1
> O=[N+]([O-])c1ccc(S(=O)(=O)NNC(=S)NCCc2ccccc2)cc1
 : 5, -7, -8, 3, 9, -5, -7, -15
> O=C(COc1ccc(Cl)cc1)N1CCCC1
 : 1, 5, 8, 8, -4, -2, -6, 0
> O=C1NCCCCC1NS(=O)(=O)c1ccc(F)c(F)c1 (configuration not stated)
 : -13, 6, 7, 9, -9, -5, 8, -6
> O=C(Cc1cccs1)OCC(=O)c1ccco1
 : 0, -5, 4, 6, -8, 4, -6, -4
> O=C(N/N=C\c1cn(-c2ccccc2)nc1-c1ccccc1)c1ccc(Br)o1
 : 11, -8, 1, -18, 2, 0, 1, -25
> O=C1N/C(=C\c2nc3ccccc3s2)c2ccccc21
 : 9, 18, -322, -107, ., 98*, 84*, .
> Cc1cc(OCC(=O)NNC(=S)NCC2CCCO2)cc(C)c1Cl (configuration not stated)
 : 4, -5, -37, 27, -3, -6, -4, 7
> CSCCCNC(=O)c1ccc(OC2CCN(CCc3ccccc3)CC2)cc1
 : -23, 21, -3, 0, -2, -1, -3, -1
> O=C(CCC(=O)CCN1CCCCC1)CCN1CCCCC1
 : 14, 16, 15, 0, -7, -2, -6, 8
> COc1ccc(S(=O)(=O)N(C)CC(=O)Nc2ccc3c(c2)OCO3)cc1
 : -12, 10, 22, -9, -7, 0, -8, 1
> CNC(=O)c1ccc(Oc2ccc(C(=O)NC)cc2)cc1
 : -20, 8, 11, 6, -17, 0, 1, 1
> CCOC(=O)Cc1csc(NC(=S)NC(=O)c2ccc([N+](=O)[O-])cc2)n1
 : 19, -2, 17, -1, 18, 3, 1, -2
> COc1ccc(-c2nn(CCC#N)cc2C(=O)Nc2cccc(C(=O)O)c2)cc1[N+](=O)[O-]
 : 7, 5, 11, 2, -1, 0, 2, 32
> COc1cccc(C(=O)N[C@@H](CCSC)c2nc3ccccc3[nH]2)c1
 : 1, 6, 10, -4, -7, 1, 1, 0
> CCN(CC)C(=O)CN1CCN(c2ncccn2)CC1
 : 3, 3, -5, -18, -5, 3, -2, 4
> CC(c1ccccc1)N1CC(C(=O)N2CCN(c3ccccc3)CC2)CC1=O (configuration not stated)
 : 10, -14, -13, -9, -4, -9, -6, 2
> CNC(=S)NCc1ccc(OC)cc1
 : 6, 6, 20, 5, -7, 10, 2, 0
> Clc1ccc(CNCC2CCCO2)cc1 (configuration not stated)
 : 1, 2, -11, -8, -1, 5, -1, 28
> COc1ccccc1C(C)NCC(=O)NC(=O)NCc1ccco1 (configuration not stated)
 : -2, -2, 8, 13, -6, -8, 8, 4

Reformatted: entries from further up.
O=C(COc1ccc(Cl)cc1)N1CCCC1
  Apaf1 inhib = 1 | UBC13 polyUb = 5 | 697 NFkB inh = 8 | Jurkat NFkB inh = 8 | HKDC1 inhibitor = -4 | SENP7 block = -2 | SENP8 block = -6 | Gli-Sufu antag = 0
Clc1ccc(CNCC2CCCO2)cc1 (configuration not stated)
  Apaf1 inhib = 1 | UBC13 polyUb = 2 | 697 NFkB inh = -11 | Jurkat NFkB inh = -8 | HKDC1 inhibitor = -1 | SENP7 block = 5 | SENP8 block = -1 | Gli-Sufu antag = 28

(more compounds)
Below each compound: Apaf1 inhib, UBC13 polyUb, 697 NFkB inh, Jurkat NFkB inh, HKDC1 inhibitor, SENP7 block, SENP8 block, Gli-Sufu antag
> O=C(NCc1ccc(F)cc1)c1cc(-c2ccncc2)nc2ccccc12
 : 9, -10, -6, 8, -6, -11, -6, -7
> Cc1ccc(C(NC(=O)N2CCCC2)C(Cl)Cl)cc1F (configuration not stated)
 : -1, -12, -6, -5, -11, -3, -1, -9
> COc1ccc(/C=C2\SC(N3CCc4ccccc4C3)=NC2=O)cc1OC
 : 7, 5, 11, -1, 5, -6, -10, 41
> O=C1CCc2cc(S(=O)(=O)N3CCN(Cc4ccc5c(c4)OCO5)CC3)ccc2N1
 : -5, 1, 18, 12, -1, -2, 1, 4

Three compounds out of the list, sorted by heavy-atom count, rising:
Below each compound: Apaf1 inhib, UBC13 polyUb, 697 NFkB inh, Jurkat NFkB inh, HKDC1 inhibitor, SENP7 block, SENP8 block, Gli-Sufu antag
> Clc1ccc(CNCC2CCCO2)cc1 (configuration not stated)
 : 1, 2, -11, -8, -1, 5, -1, 28
> O=C(NCc1ccc(F)cc1)c1cc(-c2ccncc2)nc2ccccc12
 : 9, -10, -6, 8, -6, -11, -6, -7
> O=C1CCc2cc(S(=O)(=O)N3CCN(Cc4ccc5c(c4)OCO5)CC3)ccc2N1
 : -5, 1, 18, 12, -1, -2, 1, 4

High-throughput results: PubChem BioAssay, Sanford-Burnham Center for Chemical Genomics
